TDP1 cell noCPT – qHTS for Inhibitors of human tyrosyl-DNA phosphodiesterase 1 (TDP1): qHTS in cells in absence of CPT; Potency, µM (highest dose often 46.2 µM), for inactives: top-dose activity change, negative = growth inhibition, hits mostly inhibitors; DT40 Tdp1-/- hTDP1 cells, no CPT, ATP luminescence, 48 h; hit rate 15% among 420,000; AID 686978, 2013; note: nearly all actives have a fitted effect of over 55% in size
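Chicken DT40 Tdp1-/- cells stably complemented with human TDP1 were seeded at 400 cells/well with DMSO in place of 20 nM camptothecin. After compound pinning, cells grew at least 48 hr at 37 °C; viability read by CellTiter-Glo luminescence.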
TDP1 cell CPT – DT40-hTDP1 cell growth loss with CPT; chicken DT40 Tdp1-/-;hTDP1 cells + 20 nM CPT, ATP luminescence, 48 h; Potency, µM (series often up to 46.2 µM), for the others: at the top dose activity change, negative = growth inhibition, hits mostly inhibitors; hit rate 12% among 420,000; note: nearly all actives have a fitted effect of over 55% in size
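Chicken DT40 Tdp1-/- cells stably complemented with human TDP1 were seeded at 400 cells/well in medium containing 20 nM camptothecin, exposed to pin-transferred compounds, and grown at 37 °C for at least 48 hr. Viability was read as ATP luminescence.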
KAT2A inh – GCN5L2 (KAT2A) acetyltransferase inhibition. Q92830. GCN5L2 HAT assay, ThioGlo1 CoA-SH fluorescence. Potency, µM (titrated, usually from 58.9 µM), inactives show at the highest dose activity change, negative = inhibition, hits mostly inhibitors. hit rate 0.21% among 390,000. AID 504327
Target sequence (Q92830 whole entry, looked up): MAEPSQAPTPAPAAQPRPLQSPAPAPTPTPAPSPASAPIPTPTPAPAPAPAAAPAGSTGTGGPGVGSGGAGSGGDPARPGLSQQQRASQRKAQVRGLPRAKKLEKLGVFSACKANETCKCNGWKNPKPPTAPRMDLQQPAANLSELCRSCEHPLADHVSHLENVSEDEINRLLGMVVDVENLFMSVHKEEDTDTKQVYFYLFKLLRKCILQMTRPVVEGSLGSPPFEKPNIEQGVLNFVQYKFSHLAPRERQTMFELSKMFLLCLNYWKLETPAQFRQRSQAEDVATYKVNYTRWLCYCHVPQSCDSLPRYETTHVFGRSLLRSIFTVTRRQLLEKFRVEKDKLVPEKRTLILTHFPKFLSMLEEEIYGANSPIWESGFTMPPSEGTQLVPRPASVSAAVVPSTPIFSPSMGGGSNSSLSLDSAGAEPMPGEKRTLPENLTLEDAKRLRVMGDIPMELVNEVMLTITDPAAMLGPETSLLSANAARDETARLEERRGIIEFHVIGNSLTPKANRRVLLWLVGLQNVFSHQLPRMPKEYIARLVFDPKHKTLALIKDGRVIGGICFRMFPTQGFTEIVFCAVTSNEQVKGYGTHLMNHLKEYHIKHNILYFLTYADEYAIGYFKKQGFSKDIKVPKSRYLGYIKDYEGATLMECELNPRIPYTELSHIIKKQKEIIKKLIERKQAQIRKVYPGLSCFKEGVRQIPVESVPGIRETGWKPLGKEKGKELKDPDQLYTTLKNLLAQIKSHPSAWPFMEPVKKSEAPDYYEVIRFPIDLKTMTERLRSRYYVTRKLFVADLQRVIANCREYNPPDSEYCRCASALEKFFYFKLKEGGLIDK
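Titration-based screen in which CoA formation is detected via maleimide probe ThioGlo1 (50uM) turning fluorescent on thiol reaction; substrates H3(1-25) 75uM and acetyl-CoA 70uM, GCN5L2 20nM, 20 min incubation at room temperature.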
* hit, by the source's call; ? = inconclusive; . = no result given; & = joins results of further samples; ! = a repeat was not active. Calls come from the whole dose curve; as a rule, active = well fitted curve in the direction sought with a large enough effect; inconclusive = small, poorly fitted or top-dose-only effect, or another doubt; inactive = no such curve, though single readings can be large; an effect the other way counts as inactive or inconclusive. % is set by controls: 0 for no effect and ±100 for the full control effect; potency is the fitted concentration of half-maximal effect.

A first look (4 entries):
SMILES | TDP1 cell noCPT | TDP1 cell CPT | KAT2A inh
CC(C(=O)N1CCc2ccccc21)N1CCN(S(=O)(=O)c2ccc(C(F)(F)F)cc2)CC1 (centres undefined) | ? | ? | -16.0%
NC(=O)C1CC(=O)N(c2ccc(OCc3ccc(Cl)cc3)cc2)C1 (centres undefined) | 23.1µM* | ? | 3.9%
CC(=O)Nc1ccc2c(c1)nc(CCN1CCC(C)CC1)n2C | 3.1% | 5.1% | -4.3%
CCOC(=O)c1c(C)oc2ncnc(N3CCN(c4ccccc4F)CC3)c12 | 13µM* | 18.4µM* | -5.8%

Results, from the start:
SMILES | TDP1 cell noCPT | TDP1 cell CPT | KAT2A inh
CC(C(=O)N1CCc2ccccc21)N1CCN(S(=O)(=O)c2ccc(C(F)(F)F)cc2)CC1 (centres undefined) | ? | ? | -16.0%
NC(=O)C1CC(=O)N(c2ccc(OCc3ccc(Cl)cc3)cc2)C1 (centres undefined) | 23.1µM* | ? | 3.9%
CC(=O)Nc1ccc2c(c1)nc(CCN1CCC(C)CC1)n2C | 3.1% | 5.1% | -4.3%
CCOC(=O)c1c(C)oc2ncnc(N3CCN(c4ccccc4F)CC3)c12 | 13µM* | 18.4µM* | -5.8%
Cc1ccc(CSCC(=O)Nc2ccccc2C(=O)O)cc1 | ? | ? | 0.2%
O=C(N/N=C/c1cc2c(cc1Br)OCO2)c1c[nH]c2ccccc12 | 20.6µM* | ? | -7.8%
COc1ccc(CCNC(=O)Cc2ccc(NC3=NC4CS(=O)(=O)CC4S3)cc2)c(OC)c1 (centres undefined) | -3.3% | 5.3% | -16.8%
CCC(=O)c1ccc(OCC(=O)NNC(=O)c2cc(C)oc2C)cc1 | -19.1% | -8.9% | -6.1%
C=C1CCC[C@]2(C)C[C@H]3OC(=O)C(CN[C@@H](C)c4ccccc4)[C@H]3CC12 (some centres undefined) | ? | ? | -7.3%
Cc1ccc(CNC(=O)Cn2ncc3c([nH]c4ccc(C)cc43)c2=O)cc1 | -2.4% | -4.1% | -0.9%
COCO/C=C(\NC(C)=O)c1ccccc1 | -1.2% | -3.5% | 3.4%
Cc1ccc(Cl)cc1NC(=O)CSc1nc2ccccc2c2nc(-c3ccccc3)nn12 | -2.8% | -15.3% | 15.1%
CC(=O)NCCNC(=O)C1(C)Cc2c(-c3ccc(C(N)=O)cc3)ccnc2O1 (centres undefined) | 0.4% | -0.1% | .
COc1ccc(N2CCN(C(=O)COCc3cc(-c4ccc5c(c4)OCO5)on3)CC2)cc1 | 18.4µM*! | ? | -7.8%&-2.2%
COC(=O)CNC(=O)c1ccc2c(c1)S(=O)(=O)c1ccccc1C2=O | ? | 1.6% | -2.5%
CCOC(=O)c1c2n(c3ccc(O)cc13)CCC2 | -28.6% | -6.7% | -2.5%
COc1ccc(O)c(/C=N/n2c(-c3ccco3)csc2=Nc2cccnc2)c1 | ? | -27.4% | -3.9%
N#CC(C#N)=NNc1ccc2cn[nH]c2c1 | 4.61µM* | 4.11µM* | .
CCCCn1nc(C(=O)N(C)C2CCCCC2)c2ccccc2c1=O | ? | ? | -4.1%
CCCN(CCC)CC(O)CN1C(=O)NC(C)(C)C1=O (centres undefined) | -11.1% | -2.7% | -2.2%
CCc1ccc(-c2cc(C(=O)N/N=C/c3c[nH]c4ccccc34)[nH]n2)cc1 | 6.51µM* | 16.4µM* | 0.0%
N#CCSc1nc(-c2ccccc2)nc2ccc(F)cc12 | -14.0% | -12.0% | 0.8%
CC(C)(C)Nc1nc(NC(C)(C)C)nc(-n2ccnc2)n1 | -22.8% | ? | -0.4%
Cc1ccc(S(=O)(=O)N2[C@@H](c3ccc(F)cc3)C(C(=O)O)=C[C@H]2CC2CCCC2)cc1 | 2.0% | 9.3% | -15.9%
N#C/C(=C(/O)CN1CCCC1)c1nc(-c2ccccc2)cs1 | -13.9% | -20.2% | ?
CCn1c2ccccc2c2cc(NC(=O)COC(=O)c3cccc(S(=O)(=O)NC)c3)ccc21 | ? | ? | -14.5%
Cc1cccc(NC(=O)CSc2nnc(-c3cc(C)n(-c4ccccc4)c3C)o2)c1C | ? | -8.4% | -12.1%
COc1ccc(C2C(=O)c3ccccc3C2=Nc2ccc(Br)cc2)cc1 (centres undefined) | -28.0% | ? | -10.6%
CCN1CCN(CCCNC(=O)Cn2c(-c3cccs3)cc3ccccc32)CC1 | ? | ? | 0.4%
COC(=O)CCC(=O)OC1(C)C(=O)C2=CN(CCCOC(C)C)C(c3ccc(OC)cc3)=CC2=C(Br)C1=O (centres undefined) | 16.4µM* | 18.4µM* | -16.4%
Cc1nnc(-c2cnn(C)c2N)n1Cc1ccc(Cl)cc1 | 2.7% | -19.2% | -0.2%
COc1ccc(OC)c(NC(=O)CC2(CC(=O)O)CCCC2)c1 | -2.9% | 3.3% | -2.7%
Cn1c(=O)c2c(-c3ccccc3)n(-c3ccccc3)cc2n(C)c1=O | 4.61µM* | 3.66µM* | .
Cn1c(CC(=O)Nc2cccc(Cl)c2Cl)nnc1SCC(=O)NC1=NCCS1 | -26.3% | -12.6% | -4.1%
CC1CCC(NC(=O)Cn2c3c(c(-c4ccccc4Cl)cc2=O)CCC3)CC1 (centres undefined) | 13µM* | 16.4µM* | -15.6%
CCc1ccc(OCC(=O)Nc2ccc(-c3nc4ncccc4o3)cc2)cc1 | -9.7% | -16.4% | 3.4%
CCOC(=O)CC(Nc1nc(N2CCOCC2)nc(N2CCOCC2)n1)c1ccccc1Cl (centres undefined) | ? | ? | ?
CCc1nc2c(OCCOc3ccccc3)cccn2c1N(C)C(=O)c1ccc(OC)cc1 | ? | 29.1µM* | .
CC(C)CC(=O)Nc1c(C(=O)N2CCN(c3ccccc3F)CC2)oc2ccccc12 | 10.3µM* | 13µM* | -7.5%
CCN(CCO)C(=O)CC1C(=O)NCCN1Cc1c(F)cccc1Cl (centres undefined) | -10.4% | -9.6% | -14.0%
O=C(C(=O)N1CCCCC1)c1cn(CC(=O)N2CCCCCC2)c2ccccc12 | 4.8% | -1.0% | 0.6%
C=CCNC(=O)c1c(Cl)cccc1Cl | -1.5% | -13.2% | 1.2%
CCOc1ccc(-c2nc(CSCC(=O)NCc3ccc(C)cc3)c(C)o2)cc1 | ? | ? | -11.8%
Cc1cc(OCC(=O)NC2CC(C)(C)NC(C)(C)C2)c2c(C)cc(=O)oc2c1 | 16.6% | -7.0% | -5.8%
COC(=O)CC1C(=O)NCCN1C(=O)c1ccc2oc(C(C)C)nc2c1 (centres undefined) | 0.9% | ? | -5.4%
O=C(OCc1nnc(-c2cccs2)o1)c1cccnc1Cl | ? | 6.5% | -2.7%
CCNC(=O)C1CCCN(Cc2ccc(C)c3ccccc23)CC1 (centres undefined) | ? | ? | .
CC(CCc1ccco1)NC(=O)Nc1cccc(F)c1 (centres undefined) | -6.4% | -24.6% | -1.1%
N#CCCn1c(=O)c(-c2ccc(Cl)cc2)nc2cnc(N3CCNCC3)nc21 | ? | 7.31µM* | ?
CC(=O)c1cccc2c1OC(C)C(=O)N2Cc1ccc(Cl)cc1 (centres undefined) | -27.0% | -27.2% | .
Next section
SMILES | TDP1 cell noCPT | TDP1 cell CPT | KAT2A inh
COC(=O)COc1ccc(Cl)cc1C1Nc2ccccc2C(=O)N1c1ccc(OC)cc1 (centres undefined) | -18.4% | -19.6% | -9.3%
O=C(O)c1cn(Cc2ccccc2Cl)c2ccc(S(=O)(=O)N3CCOCC3)cc2c1=O | ? | ? | -5.9%
CCc1ccccc1NC(=O)c1ccc(Cn2cc([N+](=O)[O-])cn2)cc1 | -29.3% | -2.6% | -6.9%
CC(C)COc1ccc(C(=O)Nc2ccc([N+](=O)[O-])cc2)cc1 | -22.0% | -23.2% | -0.4%
CCCOc1ccc(/C=C/C(=O)NC2CCCCC2)cc1OC | 3.4% | -0.3% | -6.0%
Cc1cc(C)cc(C(=O)N(c2ccccn2)C(C)c2ccco2)c1 (centres undefined) | 14.6µM* | ? | -12.9%
O=C(Nc1cccc2ncccc12)c1ccc(OCc2ccccc2)cc1 | -27.8% | ? | 1.2%
CC1CN(CC(=O)Nc2nc3ccccc3s2)CC(C)O1 (centres undefined) | -0.4% | 3.6% | -2.7%
Cc1ccc(NC(=O)CN(C)C(=O)c2cccc(S(=O)(=O)N3CCc4ccccc4C3)c2)cc1 | -21.3% | -22.2% | .
Cc1cccc(C(=O)NC2CCN(C(=S)NCc3ccco3)CC2)c1 | -11.6% | -17.0% | -4.6%
COc1ccc(C(=O)N2CCOC2CNC(=O)C(=O)NCc2ccc3c(c2)OCO3)cc1 (centres undefined) | -0.5% | 5.4% | -16.0%
NNc1nc2ccc(F)cc2s1 | ? | ? | -1.6%
CSc1ccccc1NC(=O)CN(C)C(=O)C1CCN(C(=O)Nc2ccccc2)CC1 | -3.4% | -1.8% | -1.2%
COC(=O)C[C@@H]1C[C@H]2c3cc(NS(C)(=O)=O)ccc3O[C@H]2[C@H](CO)O1 | -21.0% | -8.6% | .
Cc1ccc(C(=O)Nc2c(-c3ccccc3)nc3ccccn23)cc1 | -23.1% | -29.8% | -3.5%
CCc1nc2nc(C)c(NS(=O)(=O)c3ccc(C4CCCCC4)cc3)c(=O)n2[nH]1 | -2.3% | 6.9% | -8.4%
O=C(O)CCC(=O)OCCN(Cc1ccc(Oc2ccc([N+](=O)[O-])cc2)cc1)C(=O)C(Cl)Cl | ? | 18.4µM* | .
CC1(C(=O)Nc2ccc3c(c2)OCCO3)CSCC(=O)N1CC(F)(F)F (centres undefined) | 2.9% | 2.8% | .
CCCC(=Nc1ccccc1)C1=C(O)C(C(=O)OC)C(C)(C)CC1=O (centres undefined) | 0.6% | -14.4% | -3.5%
Cc1nn(CC#N)c(=O)n1-c1ccccc1 | -1.2% | -0.6% | -5.6%

Nothing new here: seven of the compounds above.
SMILES | TDP1 cell noCPT | TDP1 cell CPT | KAT2A inh
NNc1nc2ccc(F)cc2s1 | ? | ? | -1.6%
CSc1ccccc1NC(=O)CN(C)C(=O)C1CCN(C(=O)Nc2ccccc2)CC1 | -3.4% | -1.8% | -1.2%
COC(=O)C[C@@H]1C[C@H]2c3cc(NS(C)(=O)=O)ccc3O[C@H]2[C@H](CO)O1 | -21.0% | -8.6% | .
Cc1ccc(C(=O)Nc2c(-c3ccccc3)nc3ccccn23)cc1 | -23.1% | -29.8% | -3.5%
CCc1nc2nc(C)c(NS(=O)(=O)c3ccc(C4CCCCC4)cc3)c(=O)n2[nH]1 | -2.3% | 6.9% | -8.4%
O=C(O)CCC(=O)OCCN(Cc1ccc(Oc2ccc([N+](=O)[O-])cc2)cc1)C(=O)C(Cl)Cl | ? | 18.4µM* | .
CC1(C(=O)Nc2ccc3c(c2)OCCO3)CSCC(=O)N1CC(F)(F)F (centres undefined) | 2.9% | 2.8% | .

(cont.)
SMILES | TDP1 cell noCPT | TDP1 cell CPT | KAT2A inh
CCOC(=O)c1c(N)sc2c1CCCC2 | -4.6% | 6.0% | -6.4%
O=C(Nc1ccc(N2CCOCC2)cc1)c1cc(-c2ccncc2)nc2ccccc12 | ? | 20.6µM* | -0.9%
O=C(NCc1ccco1)[C@@H]1CCCN1C(=O)c1cccs1 | -1.0% | -4.5% | -0.5%
Cc1cc(C)c2[nH]c(=O)c(CN(Cc3cccs3)C(=S)NCc3ccco3)cc2c1 | 10.3µM* | 13µM* | -2.4%
Cc1cc(-c2nn(C)c(=O)c3ccccc23)cc(C)c1O | ? | ? | ?
C=CCn1c(SCC(=O)NC2CCCCC2)nnc1C1CCCCC1 | ? | ? | -9.5%
Oc1ccc(/C=N/NC(=S)Nc2cccnc2)cc1 | ? | -34.8% | -2.7%
COC(=O)c1ccccc1NC(=O)NCCc1ccccc1OC | ? | -14.6% | -7.4%
CN1CCN(CC#CCn2c3ccccc3c3ccccc32)CC1 | ? | ? | 2.4%
CC(=O)N1Cc2ccccc2CC1C(=O)N1CCN(c2ccccc2)CC1 (centres undefined) | -13.7% | -0.9% | -3.6%
COc1ccc(C(NC(=O)c2ccco2)c2ccc(OC)c(OC)c2)cc1 (centres undefined) | -16.1% | -1.3% | 1.2%
O=C(O)c1cc(S(=O)(=O)N2CCCCCC2)c(Cl)cc1Cl | -12.2% | -9.9% | -3.6%
CCC1(c2ccc(Cl)cc2)NC(=O)N(CC(=O)NC2CCCCCC2)C1=O (centres undefined) | 23.1µM* | ? | -2.7%
O=C(NNc1ccccc1F)C1CCC1 | -17.1% | 5.3% | -3.1%
COc1ccc(OC)c(-c2cc(C3CCN(c4ncccc4[N+](=O)[O-])CC3)[nH]n2)c1 | ? | ? | -6.3%
CN1CCN(C(=O)CNC(=O)C23CC4CC(CC(C4)C2)C3)CC1 | 14.1% | 3.6% | -0.4%
NC(=S)N/N=C/c1ccc2c(c1)OCCO2 | -14.7% | 0.0% | -18.1%
COc1ccc(OC)c(NC(=O)CSc2nnnn2C)c1 | 1.5% | 1.9% | -6.0%

Screens (PubChem)

Not all compounds are listed, so the mix of outcomes need not match the whole.
